# TWEAK Fn14 block: blocks TWEAK-Fn14 interaction in a reporter cell assay; TWEAK-stimulated Fn14 reporter cells, luciferase luminescence, 8 h; AID 1159606; hit rate 2% among 360,000; inhibition, % at 10 µM; in the data active means inhibition above about 50%
# HIF-2a block: inhibitors of HIF-2a; 786-0 RCC cells HIF-2a reporter, luciferase luminescence, overnight; inhibition, % at 18.8 µM; hit rate 0.72% among 360,000;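 active means inhibition of the luminescence signal of 40% or more relative to plate controls, in a single-dose primary screen at 18.75 µM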
# aDG glyco up: increases alpha dystroglycan glycosylation; Pro5-aDG cells, alpha-DG glycosylation AlphaScreen (IIH6); 0% Pro5, 100% B10-LARGE cell signal; activation, % at 10 µM; hit rate 0.22% among 360,000;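 active means activation of at least 8% versus controls, or a plate z-score of at least 8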;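 further: Pro5 are CHO cells carrying HIG-tagged alpha-DG that lacks glycosylation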
# NR2E3 ag-1: human photoreceptor-specific nuclear receptor agonism; AID 602229; Q9Y5X4; inhibition of corepressor binding, % at 3.98 µM; hit rate 0.35% among 360,000; CHO-S Gal4-NCOR/VP16-NR2E3 two-hybrid, luciferase;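 active means inhibition above the mean of all tested compounds plus 3 SD, cut at about 70% in these data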;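 further: 0% = DMSO with NR2E3 transfected cells and 100% = cells lacking NR2E3 construct; higher means lower luciferase signal from less NR2E3 corepressor binding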
# Target sequence (Q9Y5X4 whole entry, looked up, the tested form may be a part): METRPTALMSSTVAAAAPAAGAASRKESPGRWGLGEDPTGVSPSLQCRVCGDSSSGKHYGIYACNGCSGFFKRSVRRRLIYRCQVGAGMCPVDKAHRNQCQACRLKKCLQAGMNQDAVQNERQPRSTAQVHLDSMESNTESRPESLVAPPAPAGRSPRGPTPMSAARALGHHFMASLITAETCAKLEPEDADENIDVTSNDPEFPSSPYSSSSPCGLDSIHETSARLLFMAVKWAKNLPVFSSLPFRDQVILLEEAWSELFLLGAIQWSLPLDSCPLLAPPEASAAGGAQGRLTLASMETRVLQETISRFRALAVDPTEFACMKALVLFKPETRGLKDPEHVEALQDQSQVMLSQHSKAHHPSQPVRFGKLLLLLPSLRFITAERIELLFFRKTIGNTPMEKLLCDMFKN
# hiPSC survival: hiPSC single-cell survival enhancement; ATPlite luminescence; 100% = ROCK inhibitor wells, 0% = DMSO; survival enhancement, % at 20 µM; hit rate 0.044% among 360,000; in the data active means survival enhancement above about 18%;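 further: cells exposed to compounds for 16 hours before the ATP read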
# Peg3 promoter: Peg3 promoter activity inhibition. inhibition, % at 20 µM. HeLa PEG-Prom luciferase reporter, luminescence, overnight. hit rate 1.7% among 360,000;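 active means inhibition of at least 50% at 20 µM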
# MITF TRPM1 inh: inhibitors of MITF-driven TRPM1 promoter in melanoma cells | SK-MEL-5 TRPM1 promoter luciferase, 24 h | inhibition, % at 12.5 µM | hit rate 0.83% among 330,000 | AID 488899;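 active means mean inhibition across replicates of 60% or more, whatever share of single replicates reaches that level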; further: values of inactives mirror those of a sister screen read the other way
# KKLEB cytotox: reduces viability of KKLEB cystic fibrosis airway cells | KKLEB CF airway cells viability, ATPlite luminescence, overnight; stronger effect = lower value; cells stimulated with P. aeruginosa culture filtrate | activity change (cytotoxicity), % at 5 µM | hit rate 0.36% among 360,000 | AID 602141;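 active means corrected activity change at or below -50% at 5 µM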
# CF NFkB block: blocks PAF-induced NF-kB reporter in cystic fibrosis cells; KKLEB NF-kB-GFP reporter, GFP fluorescence overnight; inhibition, % at 5 µM; hit rate 0.86% among 360,000;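 active means at least 50% inhibition at 5 µM, scaled per plate between neutral and stimulator controls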;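 further: PAF is a Pseudomonas aeruginosa culture filtrate used as stimulus; plate controls were PAF-stimulated DMSO wells for no effect and unstimulated DMSO wells for full effect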
# Shn3 inh set2: reduces Shn3 3'UTR luciferase signal in osteoblasts. Clone20 osteoblast Shn3 3'UTR firefly luciferase, 24 h. inhibition, % at 12.5 µM. hit rate 0.52% among 360,000. AID 588674;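 active means mean inhibition of at least 75% with every replicate also reaching 75%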;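 further: 0% = median of neutral control wells and 100% = pilot-screen positive control compound; some compounds past the cut are filed as inactive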
# NR2E3 ag-2: NR2E3 (human) agonism; Q9Y5X4; GST-NR2E3/biotin-RetCOR TR-FRET, 1536-well; inhibition of corepressor binding, % at 4.78 µM; hit rate 0.12% among 320,000; AID 2300;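 active means percent inhibition above the cutoff of mean plus 3 SD of all tested compounds, set per screening campaign, cut at about 20% in these data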;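 further: 0% = DMSO wells and 100% = biotin wells as full block of FRET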
#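 Test system – NR2E3–RetCOR corepressor complex · Quantity – NR2E3 fusion 1.35 nM · Buffer or medium – Tris pH 7.5 · Incubation – Compound–protein incubation for 5 h at 4 °C · Technique – TR-FRET, Eu(K)-anti-GST donor, streptavidin-D2 acceptor, ex 340, em 617/671 nm · Evaluation – percent inhibition of 671/617 nm emission ratio versus biotin and DMSO controls · Plate – 1536-well format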
# * marks the source's active call; other numbers are inactive results; . = not tested or not shown. Some of the compounds tested. The share of hits here may be higher or lower than overall.
[1] FC(F)(F)c1ccccc1CNCCc1c[nH]c2ccccc12
[2] Cc1sc2c(c1C)C(c1cccs1)=NCC(=O)N2CC(=O)NCc1cccs1
[3] O=[N+]([O-])c1cnc[nH]1
[4] CO[C@H]1[C@@H](OC)CC(OC2OC(CO)C(O)C(O)C2O)/C(=C\C#N)[C@@H]1O (some centres not stated)
[5] O=c1[nH]c(=O)n(-c2ccccc2Cl)c(O)c1C=NCCN1CCCCC1
[6] O=C(Oc1ccc([N+](=O)[O-])cc1)N1CCC(N2CCCCC2)CC1
[7] COC(=O)C1=C(c2cccc(C#N)c2)C[C@@H]2CC[C@H]1N2C(=O)NCc1ccco1
[8] COC(=O)C1=C(C(=O)OC)C2c3ccccc3C1c1ccccc12
[9] CCOC(=O)c1cccc(C2=C(CNC(=O)c3cccnc3)[C@H]3CC[C@@H](C2)N3Cc2ccccc2)c1
[10] Cc1ccc2c(c1)CC1(CN2C)C(=O)NC(=O)N(CCc2ccccc2)C1=O (configuration not stated)

entry no.,1,2,3,4,5,6,7,8,9,10
TWEAK Fn14 block,6.8,3.4,5.3,6.0,3.0,-15.1,8.7,-4.2,0.7,-0.8
KKLEB cytotox,-5.5,6.6,14.1,-10.0,-0.6,8.3,-7.3,11.4,-9.8,11.7
HIF-2a block,-2.3,1.9,-1.1,10.2,4.1,7.4,3.7,17.2,4.2,10.4
CF NFkB block,7.3,14.4,-10.2,15.5,14.1,3.7,11.3,-0.9,-0.8,-11.9
Peg3 promoter,-8.0,10.0,-2.8,-7.1,0.0,1.6,-2.2,24.3,0.9,12.8
Shn3 inh set2,12.2,8.6,-12.8,-10.7,-8.3,-17.1,4.0,0.8,4.9,9.9
MITF TRPM1 inh,1.8,12.2,-3.5,-1.6,-6.9,-2.2,5.8,-3.4,.,6.2
hiPSC survival,-0.1,-1.4,3.3,0.9,0.8,-0.8,-2.6,-2.2,5.3,1.0
aDG glyco up,-0.1,0.3,0.5,0.0,-0.1,0.0,0.1,-0.1,0.1,-0.1
NR2E3 ag-1,-9.6,21.4,-22.1,2.9,-8.4,-2.6,-6.0,24.8,3.9,-5.7
NR2E3 ag-2,1.7,0.8,3.2,1.9,1.0,1.1,2.6,.,.,-2.7

# 8 structures out of the list, ordered by formula weight, rising:
[1] FC(F)(F)c1ccccc1CNCCc1c[nH]c2ccccc12
[8] COC(=O)C1=C(C(=O)OC)C2c3ccccc3C1c1ccccc12
[6] O=C(Oc1ccc([N+](=O)[O-])cc1)N1CCC(N2CCCCC2)CC1
[4] CO[C@H]1[C@@H](OC)CC(OC2OC(CO)C(O)C(O)C2O)/C(=C\C#N)[C@@H]1O (some centres not stated)
[5] O=c1[nH]c(=O)n(-c2ccccc2Cl)c(O)c1C=NCCN1CCCCC1
[7] COC(=O)C1=C(c2cccc(C#N)c2)C[C@@H]2CC[C@H]1N2C(=O)NCc1ccco1
[2] Cc1sc2c(c1C)C(c1cccs1)=NCC(=O)N2CC(=O)NCc1cccs1
[9] CCOC(=O)c1cccc(C2=C(CNC(=O)c3cccnc3)[C@H]3CC[C@@H](C2)N3Cc2ccccc2)c1

entry no.,1,8,6,4,5,7,2,9
TWEAK Fn14 block,6.8,-4.2,-15.1,6.0,3.0,8.7,3.4,0.7
KKLEB cytotox,-5.5,11.4,8.3,-10.0,-0.6,-7.3,6.6,-9.8
HIF-2a block,-2.3,17.2,7.4,10.2,4.1,3.7,1.9,4.2
CF NFkB block,7.3,-0.9,3.7,15.5,14.1,11.3,14.4,-0.8
Peg3 promoter,-8.0,24.3,1.6,-7.1,0.0,-2.2,10.0,0.9
Shn3 inh set2,12.2,0.8,-17.1,-10.7,-8.3,4.0,8.6,4.9
MITF TRPM1 inh,1.8,-3.4,-2.2,-1.6,-6.9,5.8,12.2,.
hiPSC survival,-0.1,-2.2,-0.8,0.9,0.8,-2.6,-1.4,5.3
aDG glyco up,-0.1,-0.1,0.0,0.0,-0.1,0.1,0.3,0.1
NR2E3 ag-1,-9.6,24.8,-2.6,2.9,-8.4,-6.0,21.4,3.9
NR2E3 ag-2,1.7,.,1.1,1.9,1.0,2.6,0.8,.

# Given with two lines to a compound: entries from further up
# Value order: TWEAK Fn14 block	KKLEB cytotox	HIF-2a block	CF NFkB block	Peg3 promoter	Shn3 inh set2	MITF TRPM1 inh	hiPSC survival	aDG glyco up	NR2E3 ag-1	NR2E3 ag-2
8. COC(=O)C1=C(C(=O)OC)C2c3ccccc3C1c1ccccc12
 : -4.2	11.4	17.2	-0.9	24.3	0.8	-3.4	-2.2	-0.1	24.8	.
9. CCOC(=O)c1cccc(C2=C(CNC(=O)c3cccnc3)[C@H]3CC[C@@H](C2)N3Cc2ccccc2)c1
 : 0.7	-9.8	4.2	-0.8	0.9	4.9	.	5.3	0.1	3.9	.

# The list goes on.
[11] O=C1NC(=O)N(CCc2ccc(F)cc2)C(=O)/C1=C/c1cccs1
[12] CC(=O)N1CN2CN(C(C)=O)CC(C(=O)c3ccccc3)(C2)C1
[13] COCCOC(=O)c1c(C)oc2ccc(OC(=O)N(C)C)cc12
[14] CCOC(=O)[C@]12Cc3ccc4ccccc4c3[C@H]1N(Cc1ccccc1)C(=O)c1ccccc12
[15] CCCCC1(CCO)C(=O)NC(=S)NC1=O
[16] CC1CCCCC1NC1CCN(C)CC1 (configuration not stated)
[17] N#CC1c2ccccc2-n2nncc2CN1S(=O)(=O)c1cc(Cl)cc(Cl)c1 (configuration not stated)
[18] COc1ccc2c(c1)C13CCN(C)C(C2)C1CCC1(C3)OCCO1 (configuration not stated)
[19] CN1CCN(C(=O)COc2ccc(S(=O)(=O)N(C)Cc3ccccc3)cc2)CC1
[20] CC(=O)c1ccc(OC(NC(=O)Cc2ccccc2)C(Cl)(Cl)Cl)cc1 (configuration not stated)
[21] CCCCCCC(=O)c1c(O)n(-c2ccccc2OC)c(=O)[nH]c1=O (tested in a mixture with another compound)
[22] COC(=O)C1=C(c2ccc(F)cc2OCc2ccccc2)C[C@@H]2CC[C@H]1N2C(=O)NCc1ccccc1

entry no.,11,12,13,14,15,16,17,18,19,20,21,22
TWEAK Fn14 block,-30.0,-1.9,-5.7,-25.6,-1.5,-46.5,15.0,10.6,17.3,-4.2,9.8,-2.4
KKLEB cytotox,8.3,-7.2,-6.0,.,12.2,3.6,7.5,-3.2,9.2,10.7,0.8,-11.0
HIF-2a block,17.2,12.6,-32.3,15.4,13.7,17.8,0.4,5.5,-17.9,-4.8,19.5,18.9
CF NFkB block,-18.2,-2.9,5.5,.,8.7,16.3,-29.4,17.6,4.3,15.3,13.8,27.9
Peg3 promoter,22.9,-4.4,-36.6,.,5.0,-17.4,-3.4,-6.0,6.9,-5.2,17.1,28.7
Shn3 inh set2,17.8,4.6,3.5,.,12.2,1.4,-8.1,-15.3,-12.4,-35.4,.,7.7
MITF TRPM1 inh,18.4,-0.7,-6.6,.,6.4,-1.2,7.6,4.8,-0.9,3.8,.,-5.2
hiPSC survival,0.4,5.5,-0.9,-0.5,0.6,-0.4,-1.8,-1.2,-4.3,0.6,0.0,-3.5
aDG glyco up,0.0,0.0,0.1,0.8,0.1,-0.1,0.0,0.0,0.1,-0.2,-0.2,0.2
NR2E3 ag-1,20.8,-23.5,-2.2,-15.1,-11.7,12.3,-23.5,9.3,-8.7,-4.0,-9.7,36.6
NR2E3 ag-2,1.9,-0.9,-0.8,.,.,0.1,.,.,1.9,5.6,2.1,1.8
